High-throughput results from PubChem.
Giardia killer – Small Molecules that selectively kill Giardia lamblia: qHTS; AID 540267, 2011; actives 0.15% (n = 340,000); activity change, % at 7.66 µM, hits read low; Giardia lamblia trophozoite viability; in the data active = activity change below about -80%; inconclusive = between about -30% and that limit;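 also: parasites exposed to compound for two days anaerobically before the ATP read; % is scaled to controls: 0 for no effect and ±100 for the full control effect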
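Media and compound were dispensed first, then trophozoites at 100 cells/well; plates sat 48 hrs at 37 deg C without oxygen before ATP luminescence reagent was added and read after 15-30 min at room temperature.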
FBPA coupling cs – qHTS Assay for Inhibitors of Fructose-1,6-bisphosphate Aldolase from Giardia Lamblia: Coupling assay counterscreen | activity change, negative = inhibition, % at 58.2 µM, hits read low | actives 0.67% (n = 290,000) | coupling enzyme system counterscreen, AmpLite Red fluorescence; in the data active = activity change below about -30%; also: % is scaled to controls: 0 for no effect and ±100 for the full control effect
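Fluorescence at 525 nm excitation and 598 nm emission measured inhibition of the coupled detection system without aldolase. Compounds (at 57.5 uM final) were preincubated 10 min at room temperature with coupling enzyme reagent before a 20 min substrate/AmpLite Red step.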
TRPV1 ag – HTS Assay for Compounds that Act as Agonists of the Vanilloid Receptor 1 | TRPV1-expressing cells, Fluo-8 calcium influx, agonist mode | actives 0.19% (n = 320,000) | activation, % at 8.33 µM; in the data active = activation above about 80%; inconclusive = between about 30% and that limit; also: 0% is about no effect
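Cells expressing TRPV1 were dye-loaded with Fluo-8 and read kinetically: 10 s baseline, 3 min after compound (agonist portion), then 2 min after EC20 capsaicin (allosteric enhancer portion). Calcium-bound dye fluorescence at 480/520 nm.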
KCNH2 3.1 block – qHTS for Inhibitors of KCHN2 3.1: Mutant qHTS. Potassium voltage-gated channel subfamily H member 2, brain isoform KCNH2 3.1 (human). U2OS KCNH2 3.1, thallium flux FluxOr; stronger effect = lower value. activity change, % (tested at about 1.8 µM). actives 0.95% (n = 340,000). AID 720553, 2013;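 active = maximum activity change below -70%; inconclusive = maximum activity change from -70% to -50%; inactive = maximum activity change above -50%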;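 also: thallium influx rate constant from kinetic fluorescence after stimulation buffer; % is scaled to controls: 0 for no effect and ±100 for the full control effect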
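Steps: virus added to U2OS suspension (4 h, RT, dark); medium with 10% FBS added, cells plated, 37 C overnight; FluxOr/Red40 loading buffer 45 min RT; stimulation buffer, 2 min kinetic read; rate constant normalized.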
GALK inh – qHTS Assay for Inhibitors of Human Galactokinase (GALK); Purified GALK, Kinase-Glo residual ATP luminescence; Potency, µM (titrated, usually from 57.5 µM), without a hit: top-dose activity change, negative = inhibition, most hits filed as inhibitors; P51570; actives 0.007% (n = 270,000); also: potency is read from the fitted curve at half-maximal effect; % is scaled to controls: 0 for no effect and ±100 for the full control effect
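GALK at 5 nM final was combined with compound, 35 uM ATP and 100 uM galactose in HEPES pH8.0 with MgCl2 and DTT. The reaction ran one hour at room temperature before luminescent ATP detection.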
PKM2 act – qHTS Assay for Activators of Human Muscle isoform 2 Pyruvate Kinase; Pyruvate kinase PKM (Homo sapiens), P14618; purified PKM2, Kinase-Glo ATP luminescence, activation; response scale: 0% is enzyme alone, no compound; Potency, µM (series often up to 57.5 µM), without a hit: at the top dose activation, usual class: activators; actives 0.34% (n = 260,000); AID 1631, 2009; also: potency is read from the fitted curve at half-maximal effect; % is scaled to controls: 0 for no effect and ±100 for the full control effect; nearly all actives have a fitted effect of over 55% in size
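Purified hPK-M2 (>95% pure) converted ADP (0.1 mM final) to ATP with 0.5 mM PEP in 50 mM imidazole pH7.2, KCl, MgCl2, Tween 20, BSA; 1 h at room temperature. ATP detected by Kinase-Glo luminescence.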
USP2a inh – qHTS Assay for Inhibitors of Ubiquitin-specific Protease USP2a Using CHOP2 as the Reporter; Ubiquitin carboxyl-terminal hydrolase 2 (Homo sapiens), O75604; Potency, µM (doses to about 38.3 µM), for inactives: at the top dose activity change, negative = inhibition, usual class: inhibitors; actives 0.01% (n = 330,000); USP2 core, Ub-CHOP2 coupled fluorogenic reporter, 485/531;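 also: potency is read from the fitted curve at half-maximal effect; plate controls were DMSO wells for no effect and full inhibition by NEM control for full effect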
Target sequence (O75604 whole entry, looked up): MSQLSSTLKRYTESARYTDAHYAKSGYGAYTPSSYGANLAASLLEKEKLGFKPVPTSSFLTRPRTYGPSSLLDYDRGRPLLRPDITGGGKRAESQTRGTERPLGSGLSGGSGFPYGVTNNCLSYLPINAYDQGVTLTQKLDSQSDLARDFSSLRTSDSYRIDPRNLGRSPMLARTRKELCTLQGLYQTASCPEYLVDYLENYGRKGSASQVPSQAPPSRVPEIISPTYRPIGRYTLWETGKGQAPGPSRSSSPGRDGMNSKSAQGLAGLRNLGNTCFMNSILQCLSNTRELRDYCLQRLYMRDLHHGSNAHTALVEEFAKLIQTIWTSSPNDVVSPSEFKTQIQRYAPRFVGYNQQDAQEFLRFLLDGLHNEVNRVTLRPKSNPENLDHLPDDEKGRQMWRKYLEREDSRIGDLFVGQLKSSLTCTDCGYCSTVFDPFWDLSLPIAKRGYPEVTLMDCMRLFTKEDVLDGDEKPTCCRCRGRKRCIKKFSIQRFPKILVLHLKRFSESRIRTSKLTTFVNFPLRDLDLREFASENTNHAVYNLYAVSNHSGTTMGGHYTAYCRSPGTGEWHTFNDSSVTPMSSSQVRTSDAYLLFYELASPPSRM
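Deubiquitinase activity read as fluorescence (485/531 nm) after Ub-CHOP2 cleavage activates the enterokinase reporter on its substrate; USP2 core 10nM, Ub-CHOP2 and substrate 25nM each, 30min compound preincubation then 60min RT; data normalized to NEM, curves fitted.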
B2AR arrestin – qHTS assay of beta-arrestin-biased ligands of beta2-adrenergic receptor | beta-arrestin recruitment to beta2AR, cell-based reporter | actives 0.02% (n = 330,000) | Potency, µM (titrated, usually from 46.1 µM), for inactives: top-dose activation, actives largely listed as activators | Beta-2 adrenergic receptor (Homo sapiens), P07550;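 also: potency is read from the fitted curve at half-maximal effect; 0% = DMSO controls and full agonism = EC100 isoproterenol or metaproterenol; nearly all actives have a fitted effect of over 65% in size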
Target sequence (P07550 whole entry, looked up): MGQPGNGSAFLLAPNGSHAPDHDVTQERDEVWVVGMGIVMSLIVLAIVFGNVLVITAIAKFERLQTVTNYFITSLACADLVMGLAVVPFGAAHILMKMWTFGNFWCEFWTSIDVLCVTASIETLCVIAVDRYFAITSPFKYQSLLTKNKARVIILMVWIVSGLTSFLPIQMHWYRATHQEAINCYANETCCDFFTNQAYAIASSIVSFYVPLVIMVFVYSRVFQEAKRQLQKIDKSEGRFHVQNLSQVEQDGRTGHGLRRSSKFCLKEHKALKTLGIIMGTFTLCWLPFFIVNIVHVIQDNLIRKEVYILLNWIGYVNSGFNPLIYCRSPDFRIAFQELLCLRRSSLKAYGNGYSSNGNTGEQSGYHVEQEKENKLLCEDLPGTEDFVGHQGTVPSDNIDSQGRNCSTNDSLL
Menin MLL FP TR – qHTS Assay for Inhibitors Targeting the Menin-MLL Interaction in MLL Related Leukemias: Competition With Texas Red Labeled MLL-derived Mutant Peptide | actives 0.23% (n = 270,000) | Menin + Texas Red MLL mutant peptide, fluorescence polarization | Potency, µM (top dose mostly 61.6 µM), without a hit: at the top dose FP activity change, negative = inhibition, usual class: inhibitors | O00255; active = well fitted inhibition curve with a large enough effect in the polarisation, with a control signal flat, not every such curve was filed as active; inconclusive = small, poorly fitted or top-dose-only effect, or effect the other way, or a change in a side signal; inactive = no such curve, though single readings can be large or run the other way; the % refers to the polarisation; also: potency is read from the fitted curve at half-maximal effect; % of control where 0% means no effect; many of its hits are not listed in these tables
hERG WT inh – qHTS for Inhibitors of KCHN2 3.1: Wildtype qHTS; U2OS, BacMam KCNH2, thallium flux FluxOr; stronger effect = lower value; AID 720551, 2013; activity change, % at 1.84 µM; actives 0.37% (n = 340,000); Voltage-gated inwardly rectifying potassium channel KCNH2 (Homo sapiens), Q12809;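 active = maximum activity change below -70%; inconclusive = maximum activity change between -70% and -50%; inactive = maximum activity change above -50%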; also: % is scaled to controls: 0 for no effect and ±100 for the full control effect
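U2OS cells transduced with wild-type KCNH2 virus are loaded with FluxOr dye for 45 min, and thallium flux is measured in kinetic reads before and after stimulation buffer. Rate constants are normalized to DMSO controls.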
CXXC DNA block – qHTS Fluorescence Polarization Assay for Inhibitors of MLL CXXC domain - DNA interaction; actives 0.037% (n = 290,000); MLL-CXXC / FITC-HOXA9 DNA fluorescence polarization; Histone-lysine N-methyltransferase 2A (Homo sapiens), Q03164; Potency, µM (series often up to 115 µM), without a hit: at the highest dose activity change, negative = inhibition, hits mostly inhibitors; AID 2662, 2010; active = well fitted inhibition curve with a large enough effect in the polarisation, with a control signal flat, not every such curve was filed as active; inconclusive = small, poorly fitted or top-dose-only effect, or effect the other way, or a change in a side signal; inactive = no such curve, though single readings can be large or run the other way; the % refers to the polarisation; also: potency is read from the fitted curve at half-maximal effect
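Fluorescence polarization: 7 uM MLL-CXXC (stock) preincubated 5 min with compounds, then 50 nM fluorescein-HOX-A9 DNA (stock) added; 30 min ambient. Buffer 50 mM Tris-HCl pH 7.5, 50 mM NaCl, 1 mM DTT, 0.05% BSA.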
Numbers without * were called inactive; i = inactive; u = inconclusive; x = not tested or not shown; [ ] = another dose, or the depositor's remark. Unless noted, calls follow the shape of the dose curve; as a rule, active = well fitted curve in the direction sought with a large enough effect; inconclusive = small, poorly fitted or top-dose-only effect, or another doubt; inactive = no such curve, though single readings can be large; an effect the other way counts as inactive or inconclusive.

Start of the listing, in advance (two entries):
SMILES	Giardia killer	FBPA coupling cs	TRPV1 ag	KCNH2 3.1 block	GALK inh	PKM2 act	USP2a inh	B2AR arrestin	Menin MLL FP TR	hERG WT inh	CXXC DNA block
COc1cc(NC(N)=S)c(OC)cc1Cl	-4	-3	1	-18	1%	5%	0%	0.4%	x	-6	1%
CC(C)(C)c1cnnn1-c1ccc(C=O)cc1	11	3	-5	-17	-2%	-9%	0%	-1.5%	6%	5	0%

The listing, repeating the preview:
SMILES	Giardia killer	FBPA coupling cs	TRPV1 ag	KCNH2 3.1 block	GALK inh	PKM2 act	USP2a inh	B2AR arrestin	Menin MLL FP TR	hERG WT inh	CXXC DNA block
COc1cc(NC(N)=S)c(OC)cc1Cl	-4	-3	1	-18	1%	5%	0%	0.4%	x	-6	1%
CC(C)(C)c1cnnn1-c1ccc(C=O)cc1	11	3	-5	-17	-2%	-9%	0%	-1.5%	6%	5	0%
COc1ccc(C(=O)N(C)Cc2nc3ccccc3c(=O)[nH]2)cc1S(=O)(=O)N1CCCC1	19	x	1	-6	x	x	2%	0.1%	x	-7	x
CNS(=O)(=O)c1ccc(NS(=O)(=O)c2ccccc2F)cc1	2	0	1	-26	-2%	1%	-1%	-0.1%	-1%	20	-5%
Cc1c(Br)c([N+](=O)[O-])nn1CC(=O)N(C)Cc1ccccc1	-27	-1	1	-3	-2%	-2%	1%	-1.6%	26%	x	-2%
Cc1cccc(/C=N/NC(=O)Cn2nccc2C)n1	-2	0	2	-3	0%	1%	2%	-0.4%	-8%	-4	1%
COc1cccc(CNS(=O)(=O)c2c(C(=O)N3CCCC3)c(C)n(C)c2C)c1	26	x	0	-5	6%	x	1%	0.2%	x	-2	4%
Cc1ccccc1C(=O)O/N=C/c1c(N2CCOCC2)n(C)c2ccccc12	4	0	21	-16	0%	5%	5%	0.1%	9%	0	12%
Cc1ccc(NC(=O)Cn2ccnc2)cc1C	-25	1	u	22	-1%	-1%[11.5 µM]	0%	0.9%	-12%	6	7%
CC(C)(C)c1ccc(C(=O)N2CCN(C(=O)c3cccs3)CC2)cc1	-5	x	x	-1	x	x	0%	-0.1%	x	3	x
Cc1ccc(-c2c[n+]3c(n2-c2ccccc2)SCC3)cc1	-5	1	3	0	1%	1%	10%	-0.5%	x	-3	2%
FC(F)(F)c1nnc2n1N=C(c1cccs1)CS2	2	3	1	-2	3%	-1%	1%	-0.2%	5%	-2	1%
O=C(COC(=O)c1ccc(O)cc1O)NC12CC3CC(CC(C3)C1)C2	-20	x	13	3	x	x	2%	-0.1%	x	-4	x
Cc1csc(SCC(=O)Nc2ccccn2)n1	-4	2	2	-13	-2%	11%	2%	0.0%	u	-15	2%
CCC1CCCCN1C(=S)Nc1ccc(OC(F)F)cc1 (stereo unspecified)	-26	-5	2	-5	0%	4%	3%	0.1%	u	14	7%
c1ccc(N2CCN(c3nnnn3-c3ccccc3)CC2)cc1	48[activator]	7	u	3	2%	-2%	1%	0.3%	-4%	1	4%
O=C(O)CC/C(=N\NC(=O)CNC(=O)c1cccc(Cl)c1)c1ccccc1	11	3	0	10	-2%	-17%	1%	-0.3%	7%	0	-3%
COc1ccc(-n2nnc3c(=O)n(CC(=O)N4CCC(C)CC4)cnc32)cc1	-18	2	4	13	u	5%	1%	-2.0%	4%	16	5%
CCCC(=NCCc1c(C)[nH]c2ccccc12)C1=C(O)CC(c2ccccc2)CC1=O (stereo unspecified)	1	0	13	-3	1%	1%	-2%	-0.5%	-2%	12	4%
COCCn1c(SCC(=O)N(C)c2c(N)n(Cc3ccccc3)c(=O)[nH]c2=O)nnc1-c1cccc(C)c1	3	x	2	8	x	x	-1%	-0.2%	x	2	x

Another view of some results above:
| Compound | Giardia killer | FBPA coupling cs | TRPV1 ag | KCNH2 3.1 block | GALK inh | PKM2 act | USP2a inh | B2AR arrestin | Menin MLL FP TR | hERG WT inh | CXXC DNA block |
| --- | --- | --- | --- | --- | --- | --- | --- | --- | --- | --- | --- |
| O=C(O)CC/C(=N\NC(=O)CNC(=O)c1cccc(Cl)c1)c1ccccc1 | 11 | 3 | 0 | 10 | -2% | -17% | 1% | -0.3% | 7% | 0 | -3% |
| CCCC(=NCCc1c(C)[nH]c2ccccc12)C1=C(O)CC(c2ccccc2)CC1=O (stereo unspecified) | 1 | 0 | 13 | -3 | 1% | 1% | -2% | -0.5% | -2% | 12 | 4% |

Later entries
SMILES	Giardia killer	FBPA coupling cs	TRPV1 ag	KCNH2 3.1 block	GALK inh	PKM2 act	USP2a inh	B2AR arrestin	Menin MLL FP TR	hERG WT inh	CXXC DNA block
O=C(NNC(=O)c1ccccc1Br)c1cnccn1	-6	x	x	10	x	x	-3%	-1.2%	x	-3	x
Cc1ccc(C)n1-c1ccc(N(C)C)cc1	13	-30*	5	1	0%	3%	-4%	0.0%	x	3	-2%
O=C(O)c1cccc(C(=O)c2cccc(C(=O)O)c2)c1	14	9	-2	-2	0%	-5%	-1%	-0.5%	8%	i	15%
COc1cc(C(=O)Oc2cccc(/C=N/NC(=O)c3cc(C)[nH]n3)c2)cc(OC)c1OC	-3	-3	13	6	0%	-3%	-1%	0.2%	14%	-2	21%
CCC(C(=O)N1CCN(c2ccccc2OC)CC1)c1ccccc1 (stereo unspecified)	15	15	23	7	x	0%	1%	0.1%	-12%	-2	-2%
COc1ccc(N(CC(=O)N/N=C/c2cc3ccc(OC)cc3nc2Cl)S(=O)(=O)c2ccccc2)cc1	x	2	-2	x	3%	-1%	7%	-0.6%	-7%	x	33%[activator]
CCCCCCn1c(O)c(/C=C2\C=NN=C2c2ccccc2)sc1=S	9	-16	-5	-18	-2%	-4%	-2%	0.0%	-24%	5	3%
CC(=O)Nc1nnc(CSCc2ccc(F)cc2)s1	u	3	4	-7	4%	-5%	4%	-0.4%	x	4	-1%
O=C(CC1C(=O)NCCN1CC1CCCCC1)NCc1ccc(F)cc1F (stereo unspecified)	-12	0	15	7	2%	-6%	1%	0.1%	u	-4	-5%
O=C(NNC(=O)c1ccc[nH]1)c1cccc(C(F)(F)F)c1	-24	x	1	10	-4%	-9%	0%	0.4%	x	-8	3%
Cc1ccc(CCNC(=O)C2CCCN(S(=O)(=O)c3cnc[nH]3)C2)cc1 (stereo unspecified)	15	0	-4	3	0%	-3%	-1%	-0.2%	-12%	-1	7%
C=C(C)C(=O)O[C@H]1C/C(C)=C\C(=O)/C=C(\C)[C@H](O)[C@@H]2OC(=O)C(=C)[C@@H]21	4	4	10	-8	-4%	u	8%	-0.5%	x	-11	-22%
O=S(=O)(c1ccc(F)cc1)N1CCN(Cc2nnc(-c3ccccc3)o2)CC1	-28	x	2	-15	x	x	1%	0.3%	x	5	x
C/C(=C\C(=O)Nc1cscc1C)C(=O)O	17	0	2	9	5%	-1%	4%	2.7%	x	10	-10%
CCN1CCN(c2ccc(S(=O)(=O)N3CCCCC3)cc2NC(=O)/C=C/c2cccc(OC)c2OC)CC1	-3	-1	-2	x	5%	-3%	-7%	6.3%	-9%	8	8%
CN1CCN(C(=O)C2CCN(S(=O)(=O)c3cnc[nH]3)CC2)CC1	10	-1	2	5	-3%	-4%	-1%	-0.5%	-5%	2	-2%
CCCc1[nH]c(=O)c(C#N)c2c1CCCC2	5	2	-4	6	-2%	0%	1%	0.3%	-14%	13	-1%
Cn1c(SCc2ccccc2Cl)nc(C(F)(F)F)cc1=O	12	3	7	5	-2%	15%	0%	-0.6%	u	-12	2%
COc1ccc2c3c(c(=O)oc2c1OCC(=O)C(C)(C)C)CCCC3	-6	6	1	5	1%	-4%	1%	-0.4%	u	8	7%
CCc1ccccc1NC(=S)N1CCC(NC(=O)c2ccc(OC)cc2)CC1	18	3	0	3	8%	-6%	-2%	0.1%	1%	i	0%

The list is partial; the hit share may differ from the screen's.
